RXFP1 antagonist: antagonists of human relaxin receptor RXFP1; HEK293-RXFP1, relaxin-stimulated cAMP HTRF, 30 min; stronger effect = lower value; activity change, negative = inhibition, % at 57.5 µM; actives 0.59% (n = 350,000); AID 1259400;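 active means activity change of -60% or lower, but not beyond a set lower limit; inconclusive means change between -60% and -40%, or beyond the set limit; inactive means change above -40%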; further: on the % scale 0 is the no-effect control and ±100 the full control effect
D1 antag: blocks dopamine activation of the human D1 receptor; activity change, negative = inhibition, % at 10 µM; actives 3.2% (n = 360,000); HEK293 TREx D1 cells, calcium flux, dopamine EC80; stronger effect = lower value; P21728; AID 504652; in the data active means activity change below about -30%; further: on the % scale 0 is the no-effect control and ±100 the full control effect
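After overnight tetracycline induction at 30 C, force-coupled D1 HEK293 cells took up a no-wash calcium dye at room temperature. Compounds were added and monitored 180 s, and the response to EC80 dopamine was then recorded.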
TRHR PAM: allosteric enhancers of human TRH receptor. P34981. TRHR cells, fluo-8 calcium fluorescence, EC20 TRH enhancement. enhancement, % at 2 µM. actives 0.66% (n = 360,000). AID 493056; in the data active means enhancement above about 30%; further: 0% is about no effect
Target sequence (P34981 whole entry, looked up): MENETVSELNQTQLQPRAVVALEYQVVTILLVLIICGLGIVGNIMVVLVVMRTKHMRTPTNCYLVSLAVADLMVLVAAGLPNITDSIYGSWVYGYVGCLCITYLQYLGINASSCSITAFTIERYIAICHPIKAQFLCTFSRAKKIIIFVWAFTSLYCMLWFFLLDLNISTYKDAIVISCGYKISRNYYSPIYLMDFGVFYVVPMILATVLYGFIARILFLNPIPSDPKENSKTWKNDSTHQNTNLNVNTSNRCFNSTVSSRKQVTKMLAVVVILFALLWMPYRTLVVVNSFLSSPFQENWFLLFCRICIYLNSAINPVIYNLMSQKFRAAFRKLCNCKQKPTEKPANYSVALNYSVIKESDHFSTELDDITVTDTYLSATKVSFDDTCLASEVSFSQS
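Enhancer read-out: after compound pinning and an initial kinetic agonist-mode read, an EC20 of TRH (10 nM final) was injected and fluo-8 calcium signal (Ex 480/Em 530) followed at 1 s/cycle for 100 cycles in TRHR-expressing cells.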
Anesthetic bind: binds horse apoferritin like a general anesthetic; P02791; apoferritin/1-aminoanthracene competitive binding, fluorescence; Potency, µM (titrated, usually from 77.5 µM), without a hit: at the top dose activity change, negative = displacement, usual class: inhibitors; actives 0.074% (n = 350,000); further: potency means the concentration at half of the fitted maximal effect; on the % scale 0 is the no-effect control and ±100 the full control effect; nearly all actives have a fitted effect of over 20% in size
Target sequence (P02791 2-175 limits assumed): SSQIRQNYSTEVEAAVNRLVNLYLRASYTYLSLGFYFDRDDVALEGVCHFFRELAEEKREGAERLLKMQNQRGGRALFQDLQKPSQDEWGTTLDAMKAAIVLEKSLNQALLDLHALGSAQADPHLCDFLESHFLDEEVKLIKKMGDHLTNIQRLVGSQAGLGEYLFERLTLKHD
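Horse-spleen apoferritin (10 uM) in 50% saturated 1-aminoanthracene in PBS was incubated 10 min at room temperature with compound. Fluorescence (ex 380, em 535 nm) was normalized to free and bound 1-AMA, with concentration-response fitted by a four-parameter Hill equation.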
TRHR ag: TRH receptor (human) agonism; P34981; TRHR cells, calcium flux fluo-8, FDSS agonist mode; activation, % at 2 µM; actives 0.18% (n = 360,000); AID 493084; in the data active means activation above about 30%; further: 0% is about no effect
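Read-out: compound-evoked intracellular calcium rise in TRHR cells, fluo-8 dye, kinetic FDSS fluorescence at 1 s/cycle following a 10-cycle baseline. Cells cultured overnight before dye loading (30 min–1.5 h, RT).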
D2 potentiator: positively modulates the human D2 dopamine receptor allosterically; AID 485347; actives 0.34% (n = 340,000); P14416; HEK293 T-REx D2, calcium flux, EC20 dopamine potentiation; potentiation, % at 10 µM;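 active means potentiation over 3 SD above the plate norm, cut at about 30% in these data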; further: 0% is about no effect
Target sequence (P14416 whole entry, looked up): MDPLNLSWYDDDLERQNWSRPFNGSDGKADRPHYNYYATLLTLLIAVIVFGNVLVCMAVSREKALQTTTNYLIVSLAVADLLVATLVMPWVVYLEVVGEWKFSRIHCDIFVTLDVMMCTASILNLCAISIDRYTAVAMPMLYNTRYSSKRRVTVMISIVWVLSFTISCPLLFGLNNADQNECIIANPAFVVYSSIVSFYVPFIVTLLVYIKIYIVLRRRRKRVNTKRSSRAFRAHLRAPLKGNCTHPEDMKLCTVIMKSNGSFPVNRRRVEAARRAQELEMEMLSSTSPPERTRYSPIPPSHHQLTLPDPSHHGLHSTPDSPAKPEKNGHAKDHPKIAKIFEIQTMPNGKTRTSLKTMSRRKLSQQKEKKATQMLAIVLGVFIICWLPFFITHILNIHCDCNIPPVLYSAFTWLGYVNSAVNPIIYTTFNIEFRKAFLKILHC
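Using a no-wash calcium dye in inducible, force-coupled HEK293 Trex cells expressing D2, we tracked fluorescence each second for 180 s after compound, then for 180 s after EC20 dopamine to detect augmented signalling.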
D1 PAM: enhances dopamine response at the human D1 receptor | actives 0.036% (n = 360,000) | P21728 | potentiation, % at 10 µM | AID 504651 | HEK293 TREx D1 cells, calcium flux, dopamine EC20 potentiation; in the data active means potentiation above about 30%; further: 0% is about no effect
D1 agonist: human D1 receptor agonism; P21728; HEK293 T-REx D1 cells, calcium flux, agonist mode; activation, % at 2 µM; actives 1% (n = 360,000); in the data active means activation above about 30%; further: 0% is about no effect
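Tetracycline-induced HEK293 TREx D1 cells, force-coupled to calcium signalling, were dye-loaded with a no-wash calcium kit. Compound was pin-added after a 10 s baseline. Fluorescence was read kinetically at 1 cycle/s for 180 s, with calcium rises flagged as agonism.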
RXFP1 ag: activates the human relaxin receptor RXFP1. actives 0.3% (n = 370,000). Q9HBX9. HEK293T-RXFP1 cAMP TR-FRET, 30 min; response scale: percent of porcine relaxin response, buffer zero. Potency, µM (doses to about 57.5 µM), inactives show top-dose activation, most hits filed as activators; further: potency means the concentration at half of the fitted maximal effect; on the % scale 0 is the no-effect control and ±100 the full control effect; nearly all actives have a fitted effect of over 60% in size; many of its hits are not listed in these tables
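Agonist response is measured as cAMP accumulation in an RXFP1-transfected HEK293T line under PDE4 inhibition. Values are scaled between buffer-only and 29 nM porcine relaxin, and EC50s come from standard Hill equation fits.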
Starred values were filed as active, the others as inactive; ? = inconclusive; . = no result given; & = joins results of further samples; [ ] = dose if it differs, or a comment. Unless noted, the call rests on the fitted dose curve; in most records, active means well fitted curve in the direction sought with a large enough effect; inconclusive means small, poorly fitted or top-dose-only effect, or another doubt; inactive means no such curve, though single readings can be large; an effect the other way counts as inactive or inconclusive. Some of the compounds tested; count on the stated rates, not on these rows.

SMILES | RXFP1 antagonist | D1 antag | TRHR PAM | Anesthetic bind | TRHR ag | D2 potentiator | D1 PAM | D1 agonist | RXFP1 ag
COc1ccc(-c2c(C#N)c(SCC(=O)Nc3cccc(Cl)c3)nc(C)c2C(=O)Nc2ccccc2)cc1OC | -6 | 8 | 0 | 53%[activator] | 2.0 | 10 | -3 | 17 | 0.2%
CC(C)(C)c1ccc(S(=O)(=O)N2CC(C(=O)O)Oc3ccc(Cl)cc32)cc1 (stereo not drawn) | -3 | -6 | -4 | -2% | -0.1 | 9 | 0 | 1 | -0.6%
CC1(C)CCC(=O)N(c2ccccc2)C1=O | -7 | 5 | 3 | ? | 0.1 | 7 | -1 | 3 | 1.1%
Cn1cnc2c(cnn2-c2ccccc2)c1=O | -1 | 1 | 3 | 6% | -0.7 | 1 | -2 | 3 | -2.0%
CC(C)(C)NS(=O)(=O)c1ccc(CCC(=O)N2CCCC2)cc1 | -13 | 6 | -9 | -5% | 0.4 | -2 | -1 | 3 | 0.4%
C=CCn1c(SCCOc2ccc(OC)cc2)nnc1C(NC(=O)c1ccc(OC)cc1)C(C)C (stereo not drawn) | -13 | 4 | 11 | -11% | 0.3 | 1 | -4 | 2 | 0.5%
COc1ccc(Nc2nc(N)nc(N)c2S(=O)(=O)c2ccccc2)cc1 | . | 1 | 5 | -12% | -3.2 | -3 | -6 | 0 | 3.7%
S=C(Nc1ccc(OCc2ccccc2)cc1)Nc1cccc(Cl)c1Cl | 0 | -7 | -3 | -3% | 0.2 | -2 | -6 | 0 | 1.2%
COCCCn1c(=O)c2sccc2n2c(CCCC(=O)Nc3cc(C)cc(C)c3)nnc12 | -10 | -5 | -3 | -6% | 0.5 | 4 | 4 | 2 | 4.2%
O=C(N/N=C/c1ccncc1)C1CC1(c1ccccc1)c1ccccc1 (stereo not drawn) | -16 | -14 | -4 | 0% | 0.6 | 10 | -1 | 1 | 5.2%
CCOC(=O)N1CCN(c2nc(-c3ccc(F)cc3)cs2)CC1 | -12 | -1 | 4 | -2% | 0.2 | 8 | 5 | 3 | -0.7%
Cc1cc(N2CCN(C)CC2)nc2ccc(NC(=S)N3CCN(c4ccccn4)CC3)cc12 | -13 | -6 | -7 | -13% | 0.0 | -11 | -5 | 1 | 2.1%
COc1ccc(NC2=NCCC(=O)N2Cc2cccs2)cc1 | 4 | -26 | 4 | -17% | 0.0 | 4 | 0 | 2 | 1.4%
COc1ccccc1N1CCN(C(=O)c2ccc(CS(=O)c3ccccc3C)o2)CC1 (stereo not drawn) | . | -1 | -1 | -9% | -1.5 | -1 | 3 | 0 | 0.8%
O=C(NCC12CC3CC(CC(C3)C1)C2)c1nn2c(c1Cl)NC(c1ccco1)CC2C(F)(F)F (stereo not drawn) | -5 | -14 | 7 | ? | 0.4 | -5 | -4 | 0 | -0.1%
CCC(=O)Nc1cc2c(cc1C(=O)c1ccccc1)OCCO2 | 6 | -26 | 0 | -18% | 0.0 | -3 | 7 | 1 | 1.6%
CC(C)OC(=O)CSc1nnc(-c2cnccn2)n1C | 2 | -35* | 3 | 12% | -0.2 | 9 | -2 | 1 | 0.4%
COCCNc1nc2c(c(=O)n(Cc3cccc(Br)c3)c(=O)n2C)n1C | 0&-2 | 2&-12 | 2&1 | -4%&-8% | 1.1&0.1 | 12&13 | 7&-4 | 3&4 | 3.0%&-0.4%
Cc1nnc(NC(=O)Cn2c(=O)sc3ccccc32)s1 | . | -6 | -3 | -4% | 1.0 | -2 | 5 | 3 | -0.7%
O=C(OCN1C(=O)c2ccccc2C1=O)c1cccs1 | -3 | -9 | 1 | -17% | 0.0 | -9 | -3 | 11 | -0.1%
CC(=O)Nc1ccc(NC(=O)Nc2cccc(C)c2C)cc1 | -14 | 4 | 9 | -1% | 0.1 | -15 | -5 | 2 | 1.9%
CCCCCC(=O)N1CC2(CC(c3cccc(NC(=O)COc4ccc(Cl)cc4)c3)=NO2)C[C@@H]1C(N)=O (stereo partly drawn) | . | -7 | -5 | -16% | -0.1 | 9 | -1 | 1 | 0.0%
CCOc1ccc(NC(=O)CN(C)C(=O)c2ccc(NC3CC3)c([N+](=O)[O-])c2)cc1OCC | 7 | -4 | -3 | . | 0.2 | -1 | -3 | -1 | 0.6%
Cc1ccn2c(NC3CCCC3)c(-c3ccncc3)nc2c1 | -8 | 12 | -9 | -11% | -0.8 | 30* | -1 | 1 | 2.1%
O=C(Cn1cc2c(n1)CCCCC2)N1CCc2ccccc2C1 | 4 | 10 | -7 | 4% | -0.1 | 0 | -1 | -3 | 3.3%
(next part)
SMILES | RXFP1 antagonist | D1 antag | TRHR PAM | Anesthetic bind | TRHR ag | D2 potentiator | D1 PAM | D1 agonist | RXFP1 ag
O=C(CN1CCN(C(=O)c2ccccc2)CC1)Nc1ncc(Br)cc1Br | -7 | 8 | 0 | -9% | 0.9 | -5 | -3 | 0 | -0.5%
Fc1ccccc1CSc1nnc(-c2cnccn2)n1Cc1ccco1 | -6 | -17 | -3 | -2% | 1.0 | -1 | -2 | 0 | 1.6%
COc1ccc(NC(=O)CCC(=O)Nc2nnc(CC(C)C)s2)cc1Cl | -6 | 0 | 9 | -7% | 1.2 | -12 | 4 | 1 | -3.2%
C[C@]1(C(=O)NCCCNc2ncc(C(F)(F)F)cc2Cl)C=C[C@@H](Cc2ccccc2)N1C(=O)c1ccccc1 | . | 30 | -2 | 0%&3% | 1.5 | -8 | 6 | 5 | 1.0%
CCc1nnc(NC(=O)C2CC(=O)N(C3CCCC3)C2)s1 (stereo not drawn) | -13 | 1 | 8 | -10% | 0.3 | 15 | 13 | 2 | 3.9%
Cc1cc(C)c(C)c(S(=O)(=O)Nc2ccc(O)cc2)c1C | -5 | 2 | 5 | -11% | -0.3 | 16 | -4 | 2 | -1.6%
CN(Cc1ccccc1)C(=O)C(C(=O)c1ccc(F)cc1)n1cc(Cl)ccc1=O (stereo not drawn) | -1 | -24 | -6 | -16% | 0.0 | -2 | -1 | 1 | 3.4%
Cc1cc(NS(=O)(=O)c2ccc(NC(=O)COc3ccc(Cl)cc3)cc2)no1 | . | -9 | 2 | 8% | 0.8 | . | -5 | 5 | 1.9%
O=C(Nc1ccc2oc(=O)ccc2c1)c1cc2ccccc2o1 | -11 | -5 | 9 | -13% | -0.6 | 8 | -8 | 0 | 0.9%
Cc1ccc2nc3c(c(N)c2c1)CCN3c1ccccc1 | 9 | 0 | -2 | -3% | 1.0 | -24 | -7 | 1 | 4.3%
Cc1ccccc1C(=O)n1nc(-c2ccco2)nc1NCc1cccs1 | -20 | 6 | -5 | 6% | -0.2 | 4 | 2 | 1 | 0.5%
CCOC(=O)c1nsnc1NCCSC(=N)N | 4 | -28 | -7 | 4% | 0.6 | -9 | 0 | 1 | 2.8%
CCCCN(CC)C(=O)c1cc2cc3ccc(Cl)cc3nc2o1 | 8 | 4 | -5 | -4% | -0.2 | -6 | 0 | 4 | 8.5%
N#Cc1c(-c2cccc(F)c2)cc(-c2ccccc2)nc1Br | 2 | 19 | -1 | -10% | 0.7 | 0 | 6 | 2 | ?
O=C(CNC(=O)c1ccc2c(c1)OCO2)N/N=C(Br)/C=C/c1ccccc1 | -10 | 0 | 16 | 7.1µM* | -1.4 | 12 | -6 | 10 | 2.3%
Cc1c(C(=O)N2CCCCCC2)c(S(=O)(=O)Nc2cccc(F)c2)c(C)n1C | 17 | -12 | -11 | -12% | -0.5 | . | -1 | 0 | -3.8%
COc1ccc2c(c1)CC/C2=N\OC(=O)c1ccccc1OC | -7 | . | -2 | -23% | -1.2 | 7 | -3 | -2 | -1.1%
CCCCC(OC(=O)c1cc2occc2n1C)C(=O)NCC1CCCO1 (stereo not drawn) | -13 | 4 | 1 | -16% | -0.2 | -9 | -13 | 1 | 1.9%
CN(C(=O)C1CCC(=O)N(CCc2ccc(Cl)cc2)C1)C1CCOCC1 (stereo not drawn) | 4 | -7 | -5 | -2% | 0.1 | 1 | 1 | 1 | 16%
CC(=O)c1cccc(NC(=O)c2cccc(N3C(=O)c4ccccc4C3=O)c2)c1 | -16 | -13 | 2 | -1% | -0.1 | 12 | -1 | 6 | 2.6%
CN(C)c1ccc(NC(=O)c2ccc(Cn3cc([N+](=O)[O-])cn3)cc2)cc1 | -24 | -5 | 2 | -23% | 2.1 | 4 | -4 | 16 | 6.5%
CCn1nc([N+](=O)[O-])c(C(C#N)c2nc3cc(C(F)(F)F)ccc3s2)c(Cl)c1=O (stereo not drawn) | ? | -38* | 13 | ? | -0.6 | 1 | 5 | 4 | 0.6%
CN(C)c1nc(=Nc2cccc(Cl)c2)ss1 | -6 | 2 | 3 | 1% | -0.2 | 12 | -1 | 5 | 1.2%
Clc1ccc(-n2ncc3c(NC4CCCC4)ncnc32)cc1 | -30 | 2 | 0 | -5% | 0.4 | 4 | -1 | -3 | -0.8%
CCOC(=O)CCc1c(C)c(C#N)c2nc3ccccc3n2c1-n1cnc2ccccc21 | 5 | -9 | -3 | -14% | -0.6 | 11 | -3 | 2 | 8.0%
Cc1ccc(NC(=O)CSc2nc(=O)n(CCCN3CCOCC3)c3c2CCCC3)c(C)c1 | -8 | -18 | 0 | . | -0.2 | -10 | -4 | 1 | 1.5%
O=C(O/N=C1\C(=O)N(c2ccccc2)c2ccccc21)C1CC1 | -7 | -12 | -6 | -2% | -0.2 | -6 | -2 | 0 | -0.1%
CCOC(=O)Cc1nnc(NC(=O)C(CC)Sc2nc(C)cc(=O)[nH]2)s1 (stereo not drawn) | . | -13 | 17 | -8% | 0.1 | 15 | -1 | 2 | 1.0%
CCOC(=O)C1=CSC2=NS(=O)(=O)CCN12 | -3 | 5 | -3 | -4% | -0.4 | 1 | 8 | 2 | 0.4%

Profiles as entered above:
CN(C(=O)C1CCC(=O)N(CCc2ccc(Cl)cc2)C1)C1CCOCC1 (stereo not drawn) in the list: RXFP1 antagonist = 4; D1 antag = -7; TRHR PAM = -5; Anesthetic bind = -2%; TRHR ag = 0.1; D2 potentiator = 1; D1 PAM = 1; D1 agonist = 1; RXFP1 ag = 16%
COc1ccc(NC(=O)CCC(=O)Nc2nnc(CC(C)C)s2)cc1Cl in the list: RXFP1 antagonist = -6; D1 antag = 0; TRHR PAM = 9; Anesthetic bind = -7%; TRHR ag = 1.2; D2 potentiator = -12; D1 PAM = 4; D1 agonist = 1; RXFP1 ag = -3.2%

Source: PubChem
